# Bioassay records (PubChem BioAssay)
# Pol kappa inh = blocks human DNA polymerase kappa activity. purified Pol kappa, fluorescent DNA synthesis assay, 10 min. AID 588579. hit rate 0.53% among 400,000. Q9UBT6. Potency, µM (titrated, usually from 107 µM), for the others: top-dose activity, negative = inhibition, most hits filed as inhibitors; note: % is set by controls: 0 for no effect and ±100 for the full control effect
#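 Here, compound and 10 nM enzyme are combined for 15 min at room temperature; adding 50 nM substrate (final) starts DNA synthesis, tracked by fluorescence at 0 and 10 min against buffer-only wells.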
# APE1 inh = inhibitors of human APE1 endonuclease | hit rate 0.35% among 350,000 | P27695 | Potency, µM (top dose mostly 65.8 µM), for inactives: top-dose activity change, negative = inhibition, hits mostly inhibitors | recombinant APE1, TAMRA/BHQ-2 abasic DNA cleavage fluorescence;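 note: plate controls were vehicle for no effect and reference inhibitor for full effect; nearly all actives have a fitted effect of over 55% in size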
#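 Compound pre-exposure to 0.75 nM APE1, 15 min at ambient temperature. Reaction initiated with 50 nM TAMRA/BHQ-2 THF substrate, read immediately in kinetic mode, 525 nm excitation, 598 nm emission.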
# BLM helicase inh = inhibitors of human Bloom syndrome helicase BLM; recombinant BLM DNA unwinding, fluorescence dequenching; Potency, µM (series often up to 56.1 µM), for the others: at the top dose activity change, negative = inhibition, usual class: inhibitors; hit rate 0.2% among 350,000;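 note: plate controls were vehicle for no effect and no enzyme for full effect; nearly all actives have a fitted effect of over 35% in size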
# Target sequence (P54132 whole entry, looked up): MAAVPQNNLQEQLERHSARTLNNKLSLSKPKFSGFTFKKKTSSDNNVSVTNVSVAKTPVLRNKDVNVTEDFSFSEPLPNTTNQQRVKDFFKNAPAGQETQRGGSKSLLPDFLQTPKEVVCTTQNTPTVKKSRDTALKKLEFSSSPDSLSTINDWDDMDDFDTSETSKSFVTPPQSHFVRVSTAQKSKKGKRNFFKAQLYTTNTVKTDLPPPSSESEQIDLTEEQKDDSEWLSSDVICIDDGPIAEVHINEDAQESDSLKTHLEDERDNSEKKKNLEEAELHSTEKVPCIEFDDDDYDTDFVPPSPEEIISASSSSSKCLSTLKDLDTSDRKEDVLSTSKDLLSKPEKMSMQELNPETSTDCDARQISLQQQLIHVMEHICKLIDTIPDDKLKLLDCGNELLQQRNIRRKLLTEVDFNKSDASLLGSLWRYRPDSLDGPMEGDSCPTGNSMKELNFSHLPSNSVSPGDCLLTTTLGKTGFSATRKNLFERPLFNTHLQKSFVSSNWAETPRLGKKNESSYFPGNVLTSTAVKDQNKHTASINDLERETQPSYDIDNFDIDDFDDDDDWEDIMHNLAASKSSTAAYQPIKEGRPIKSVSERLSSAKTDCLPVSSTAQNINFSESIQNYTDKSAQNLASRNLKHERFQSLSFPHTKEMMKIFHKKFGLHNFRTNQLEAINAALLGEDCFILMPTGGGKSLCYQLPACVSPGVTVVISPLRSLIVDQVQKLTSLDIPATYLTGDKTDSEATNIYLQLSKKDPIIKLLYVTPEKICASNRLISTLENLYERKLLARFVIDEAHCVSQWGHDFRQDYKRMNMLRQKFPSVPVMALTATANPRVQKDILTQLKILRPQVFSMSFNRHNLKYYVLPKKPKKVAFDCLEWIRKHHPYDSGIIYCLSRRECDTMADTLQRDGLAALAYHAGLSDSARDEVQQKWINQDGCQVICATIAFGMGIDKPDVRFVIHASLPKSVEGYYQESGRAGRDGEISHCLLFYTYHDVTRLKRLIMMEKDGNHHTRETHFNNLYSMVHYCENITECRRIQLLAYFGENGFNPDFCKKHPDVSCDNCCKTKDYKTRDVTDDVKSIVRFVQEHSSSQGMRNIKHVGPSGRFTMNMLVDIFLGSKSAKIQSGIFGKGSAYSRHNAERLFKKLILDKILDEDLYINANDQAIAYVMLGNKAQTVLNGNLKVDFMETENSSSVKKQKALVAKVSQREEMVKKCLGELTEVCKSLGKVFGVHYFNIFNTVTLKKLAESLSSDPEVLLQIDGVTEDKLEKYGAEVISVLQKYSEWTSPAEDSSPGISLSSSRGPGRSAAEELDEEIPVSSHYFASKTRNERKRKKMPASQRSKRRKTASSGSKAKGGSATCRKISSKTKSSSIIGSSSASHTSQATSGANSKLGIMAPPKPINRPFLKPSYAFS
# POLB inh = DNA polymerase beta (human) inhibition; Potency, µM (series often up to 114 µM), for inactives: at the top dose activity change, negative = inhibition, actives largely listed as inhibitors; Pol beta primer extension/strand displacement, fluorescence kinetic; hit rate 1.3% among 340,000; P06746; AID 485314; note: % is set by controls: 0 for no effect and ±100 for the full control effect
#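 Pol beta (10 nM) was preincubated with compound for 15 min at room temperature. The reaction was then started with 50 nM substrate and read immediately and after a further 10 min at room temperature.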
# Pol eta inh = DNA polymerase eta (human) inhibition; Q9Y253; recombinant Pol eta, fluorescent DNA replication assay; Potency, µM (doses to about 114 µM), for inactives: at the highest dose activity change, negative = inhibition, hits mostly inhibitors; hit rate 1.2% among 390,000; AID 588591; note: % is set by controls: 0 for no effect and ±100 for the full control effect
#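 Fluorescent replication assay: 50 nM final substrate added after a 15 min room-temperature compound preincubation with 10 nM enzyme. Signal taken at 0 min and again at 10 min.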
# G9a inh = G9a (human) methyltransferase inhibition. Q96KQ7. G9a H3K9 monomethylation, AlphaScreen, 2 h. Potency, µM (top dose mostly 102 µM), for the others: at the top dose activity, negative = inhibition, hits mostly inhibitors. hit rate 8.8% among 350,000. AID 504332; note: % is set by controls: 0 for no effect and ±100 for the full control effect; nearly all actives have a fitted effect of over 75% in size
#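 Signal arises when biotinylated H3K9 peptide, once monomethylated, bridges streptavidin donor and antibody-captured acceptor beads. Enzyme at 20 nM was preincubated 15 min with test compounds; peptide 500 nM and SAM 20 uM then reacted for 2 h.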
# POLI inh = DNA polymerase iota (human) inhibition. AID 588590. hit rate 1% among 390,000. Q9UNA4. Pol iota fluorescent replication assay, 10 min. Potency, µM (doses to about 115 µM), inactives show at the top dose activity, negative = inhibition, usual class: inhibitors
#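 Fluorescent replication assay read twice, at 0 min and 10 min after adding 50 nM (final) substrate. Enzyme (10 nM) and compounds were first incubated 15 min at room temperature; enzyme-free buffer wells were negative controls.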
# BAZ2B inh = BAZ2B (human) inhibition; AlphaScreen BAZ2B-H3K14Ac peptide displacement; Potency, µM (doses to about 114 µM), without a hit: at the highest dose activity change, negative = inhibition, most hits filed as inhibitors; hit rate 4.4% among 360,000; note: % is set by controls: 0 for no effect and ±100 for the full control effect; nearly all actives have a fitted effect of over 60% in size
#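 Inhibition is scored as reduced AlphaScreen emission. The BAZ2B/b-H3(5-23)K14Ac complex (50 nM each) in PBS pH 7.4, 0.01% Tween-20 meets compound (up to 110 uM) for 30 min at RT before bead addition.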
# Apoferritin bind = candidate novel general anesthetic via apoferritin binding | apoferritin/1-aminoanthracene competitive binding, fluorescence | P02791 | Potency, µM (top dose mostly 77.5 µM), for the others: top-dose activity change, negative = displacement, actives largely listed as inhibitors | hit rate 0.074% among 350,000; note: % is set by controls: 0 for no effect and ±100 for the full control effect; nearly all actives have a fitted effect of over 20% in size
#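 Probe: 1-aminoanthracene (50% saturated, PBS). Protein: horse-spleen apoferritin, 10 uM. Incubation: 10 min, room temperature. Detection: 380 nm excitation, 535 nm emission. Analysis: normalized response, four-parameter Hill.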
# Starred values were filed as active, the others as inactive; u = inconclusive; x = not tested or not shown; & = joins results of further samples; [ ] = another dose, or the depositor's remark. Calls come from the whole dose curve; as a rule, active = well fitted curve in the direction sought with a large enough effect; inconclusive = small, poorly fitted or top-dose-only effect, or another doubt; inactive = no such curve, though single readings can be large; an effect the other way counts as inactive or inconclusive. Potency is the fitted concentration of half-maximal effect.
# Sequence of screens: APE1 inh	POLI inh	Apoferritin bind	Pol eta inh	BAZ2B inh	POLB inh	G9a inh	Pol kappa inh	BLM helicase inh
CCOc1ccc(-c2nc(-c3cccs3)c(CC(=O)O)s2)cc1OC
    0.8%	152.6%[activator]	-15.8%	-24.6%	-21.0%	-22.4%	u	-2.3%	1.6%
Cc1sc2c(c1C)c(=O)n(-c1cccc(C(F)(F)F)c1)c(=O)n2Cc1ccc(F)cc1
    x	-3.9%	-5.6%	x	-2.4%	11.0%	-20.2%[59 µM]	-5.7%	-6.5%
CCC(C(=O)Nc1ccc(C)cc1)c1ccccc1 (configuration not stated)
    -6.8%	81.1%[activator]	-13.1%	-10.5%	2.3%	-0.9%	-28.8%	-5.2%	0.0%
CCN(Cc1cc2cc(OC)ccc2[nH]c1=O)C(=O)Cc1ccc(OC)cc1
    -8.3%	-5.7%	-0.4%	-4.9%	3.4%	1.5%	-17.8%[12.7 µM]	-22.1%	-10.1%
CCOC(=O)NC(=O)/C(C#N)=N\Nc1cccc(OC)c1
    -0.1%	21.3%	-14.1%	-6.8%	-28.7%	0.8%	u	-10.2%	-2.3%
CCOC(=O)C(C#N)C(Cc1ccccc1)c1ccco1 (configuration not stated)
    1.9%	-12.7%	-12.4%	-7.0%	7.6%	6.0%	-2.1%[12.7 µM]	-4.5%	-4.9%
O=C1/C(=C\c2ccncc2)CCc2ccccc21
    4.3%	u	x	u	-8.8%	x	12.2%[2.33 µM]	12.8%	x
CCC(C)n1c(SCc2c(F)cccc2Cl)nc2ccsc2c1=O (configuration not stated)
    x	12.2%	u	-24.4%	81.5%[activator]	3.0%	46.0%[activator][59 µM]	-1.7%[60.1 µM]	-4.4%
COc1ccc(OC)c(CNc2ncnc3onc(-c4ccc(Cl)cc4)c23)c1
    x	u	4.2%	-22.8%	-19.7%	13.7%	4.4%[59 µM]	2.4%	-9.2%
O=C(CSC1=NCCS1)Nc1cccc2ccccc12
    17.5%	0.2%	0.5%	-10.9%	-0.1%	20.4%	-12.3%	-6.8%	-3.8%
O=C(CC1SC(N2CCCCC2)=NC1=O)Nc1cccc(C(=O)O)c1 (configuration not stated)
    -5.4%	27.5%	-9.0%	-10.6%	-25.5%	7.6%	-33.4%	-10.9%	0.6%
O=C(C1CCCO1)N1CCN(C(=S)Nc2ccc(F)cc2)CC1 (configuration not stated)
    21.1%	11.4%	6.4%	-23.3%	12.5%	6.0%	-6.6%[59 µM]	-10.6%	2.9%
COc1cc(-c2noc(CCC(=O)Nc3cccnc3)n2)cc(OC)c1OC
    2.0%	10.5%	-14.3%	-9.9%	11.3%	-1.9%	35.5µM*	-6.4%	2.7%
CC(C)c1ccc(/C=C2\SC(=S)N(CCC(=O)N3CCCCC3CCO)C2=O)cc1 (configuration not stated)
    -8.8%	2.3%	u	-10.5%	u	3.8%	44.7µM*	-4.6%	-13.3%
COC(CNC(=O)c1cc(S(=O)(=O)N2CCc3ccccc32)ccc1F)OC
    -1.4%	40.4%[activator]	-9.9%	-17.1%	2.4%	17.5%	19.4%	-12.8%	-2.6%
Cc1ccc(CNC(=O)c2nnn(CC(=O)Nc3cc(C)cc(C)c3)c2N)cc1
    -15.7%	39.8µM*	-11.2%	u	u	u	-2.6%[59 µM]	u	-15.7%
CCCOC(=O)c1ccc(NS(=O)(=O)c2cccs2)cc1
    1.1%	-8.7%	-17.6%	-8.7%	3.1%	11.2%	-0.7%[12.7 µM]	1.2%	-4.5%
CN(C)c1ccc(C(=O)N2CCCC2)cc1
    -1.8%	-9.8%	-6.9%	-6.4%	x	4.4%	-31.3%	-11.0%	1.8%
CC[C@@H]1C/C=C\Cc2ccccc2[C@H](C(=O)C[C@@H](O)CC(C)=O)OC1=O
    -1.6%	-1.3%	x	3.5%	x	x	x	-3.4%	x
CCOc1ccc2nc(Cl)c(C3CC(c4ccco4)=NN3S(C)(=O)=O)cc2c1 (configuration not stated)
    0.5%	u	-6.1%	-8.5%	-5.0%	5.3%	x	-19.0%	-6.3%

# Another view of some results above:
Structure	APE1 inh	POLI inh	Apoferritin bind	Pol eta inh	BAZ2B inh	POLB inh	G9a inh	Pol kappa inh	BLM helicase inh
O=C1/C(=C\c2ccncc2)CCc2ccccc21	4.3%	u	x	u	-8.8%	x	12.2%[2.33 µM]	12.8%	x
CCC(C)n1c(SCc2c(F)cccc2Cl)nc2ccsc2c1=O (configuration not stated)	x	12.2%	u	-24.4%	81.5%[activator]	3.0%	46.0%[activator][59 µM]	-1.7%[60.1 µM]	-4.4%
COc1ccc(OC)c(CNc2ncnc3onc(-c4ccc(Cl)cc4)c23)c1	x	u	4.2%	-22.8%	-19.7%	13.7%	4.4%[59 µM]	2.4%	-9.2%

# Going on with the list.
# Sequence of screens: APE1 inh	POLI inh	Apoferritin bind	Pol eta inh	BAZ2B inh	POLB inh	G9a inh	Pol kappa inh	BLM helicase inh
CCOc1cc(N2CCOCC2)c(OCC)cc1NC(=O)COC(=O)c1ccc([N+](=O)[O-])o1
    -23.8%	39.6%[activator]	x	u	x	x	x	-22.8%	x
O=C(CSc1nnc(-c2ccccn2)n1-c1ccccc1)Nc1ccc2c(c1)OCO2
    3.7%	10.8%	-10.9%	u	-22.5%	-0.6%	-36.9%[59 µM]	-3.3%	-1.1%
Cc1[nH]c2ccccc2c1/C=C(\C#N)C(=O)NC1CC1
    23.5%	-1.0%	-11.2%	-15.1%	-21.6%	31.5%	-3.3%	-6.0%	-0.3%
COc1ccc(C2SCC(=O)N2c2ccc(F)cc2)cc1 (configuration not stated)
    -1.1%	43.6%[activator]	0.2%	-20.2%	5.6%	14.9%	0.9%	1.4%[60.1 µM]	-7.5%
COc1ccc(CC(=O)NCc2csc(-c3cccs3)n2)cc1OC
    -6.9%	42.9%[activator]	-1.1%	-4.3%	-7.7%	-14.0%	x	-2.5%	-8.4%
COc1ccc(/C=C/c2nnc(NC(=O)C(C)(C)C)s2)cc1
    -7.9%	-11.1%	6.6%	-13.3%	1.8%	30.2%	19.3%	-29.4%	-4.9%
CCN(C(=O)COC(=O)/C=C/c1ccccc1Cl)c1c(N)n(Cc2ccccc2)c(=O)[nH]c1=O
    -0.4%	14.3%	x	10.1%	8.7%	x	-10.1%	-5.3%	x
COc1ccc(C2C=C(Nc3ccccc3)C(=O)N2c2ccccc2)cc1OC (configuration not stated)
    0.4%	0.3%	-10.3%	-14.3%	-37.6%	-18.1%	8.91µM*	-22.1%	-5.0%
C=C(C(=O)O)C1CCC2(C)CCCC(C)(O)C2C1 (configuration not stated)
    u	u	-14.4%	6.9%	-7.5%	u	15.6%[12.7 µM]	-30.3%	-9.0%
COc1ccc(C2Nc3ccccc3-n3c(-c4ccccc4)c4c(=O)n(C)c(=O)n(C)c4c32)cc1 (configuration not stated)
    x	-17.0%	53.6%	-10.5%	u	24.4%	-8.9%[59 µM]	-14.1%	-25.7%
COCCCNC(=O)c1ccc(OC)c(OC2CCN(C(C)C)CC2)c1
    4.2%	12.1%	-2.4%	2.9%	-1.5%	4.1%	48.6%	-14.0%	0.7%
O=C(COc1ccc(S(=O)(=O)N2CCOCC2)cc1)N1CCCCCC1
    -5.6%	43.2%[activator]	-8.5%	4.1%	-24.8%	1.7%	-1.6%	2.8%	-2.8%
CCOc1cccc2cc(C(=O)N3CCN(C/C=C/c4ccccc4)CC3)c(=O)oc12
    10.9%	13.9%	6.4%	-15.2%	-2.8%	-3.5%	u	-0.4%	-13.0%
C[N+](C)(C)CCOC(N)=O
    12.6%	-2.6%	-8.2%	-0.2%	11.2%	11.9%[57.1 µM]	5.0%[59 µM]	-13.2%[60.1 µM]	0.7%
COc1ccccc1NC(=O)C1=C(C)Nc2nc(SCc3ccccc3)nn2C1c1cccc(O)c1 (configuration not stated)
    x	-19.4%	3.2%	-15.9%	0.5%	5.3%	-2.7%[59 µM]	-15.9%	-5.7%
Cc1nc(-c2ccccc2)sc1C1(C)CC(c2c(Cl)cccc2Cl)=NO1 (configuration not stated)
    0.7%	12.7%	-10.1%	-12.6%	22.6%	-10.5%	-5.2%[12.7 µM]	-6.8%	-2.9%
[O-]/C(=C(\C(=S)Nc1cccc2ccccc12)[n+]1ccccc1)c1cccs1
    0.2%	60.4%[activator]	u	-7.1%	u	-2.8%	35.5µM*	-17.2%	-11.5%
CNC(=S)N/N=C(\C)c1ccc(-n2ccnc2)cc1
    -0.5%	7.8%	-5.3%	4.6%	u	-8.8%	u	-10.2%	-1.7%
Cc1cccc(Cn2ccc(NC(=O)c3cccnc3)n2)c1
    -1.5%	23.1%	-6.7%	-11.9%	2.8%	-0.2%	8.3%	9.0%[60.1 µM]	-14.2%
O=C(Cn1c(=O)oc2cc(S(=O)(=O)N3CCCC3)ccc21)NCc1ccc(F)cc1
    -1.9%	27.3%	-1.8%&-9.9%	-13.6%&-2.1%	1.6%&-15.4%	u	9.3%[59 µM]	-5.1%&-16.4%	-4.1%&-0.2%

# (further entries)
# Sequence of screens: APE1 inh	POLI inh	Apoferritin bind	Pol eta inh	BAZ2B inh	POLB inh	G9a inh	Pol kappa inh	BLM helicase inh
O=C(COc1cccnc1[N+](=O)[O-])Nc1cccc(Br)c1
    21.7%	46.1%[activator]	x	-13.4%	x	x	x	-2.4%	x
CCOC(=O)C(Cc1ccccc1)C(=O)NCc1cccnc1 (configuration not stated)
    -8.5%	9.0%	-4.0%	0.3%	-4.3%	20.8%	3.1%	-4.6%	3.0%
Clc1ncnc2scc(-c3ccccc3)c12
    -6.2%	29.6%	-0.7%	-11.9%	29.0%	12.4%	9.4%	-2.9%[60.1 µM]	-5.0%
c1cncc(CNc2ccnc(-c3cccnc3)n2)c1
    -7.8%	x	x	x	x	x	-5.4%[0.501 µM]	-9.9%[60.1 µM]	2.0%
O=C(Nc1nc2ccc(F)cc2s1)c1nc(S(=O)(=O)Cc2ccccc2F)ncc1Cl
    x	u	u	-20.2%	-11.4%	20.0%	33.1%[activator][59 µM]	2.1%	-2.8%
O=C(Nc1ccc(S(=O)(=O)N2CCCC2)cc1)c1cnccn1
    -0.1%	-1.0%	-0.5%	-16.3%	-14.8%	4.8%	3.1%	-4.2%	1.5%
O=C(CCNC(=O)c1ccccc1)Nc1ccc(Cl)c(S(=O)(=O)N2CCCCC2)c1
    -2.9%	47.5%[activator]	x	-10.7%	x	x	x	-3.2%	x

# Not all compounds are listed (hit frequency here may not be typical).
